Screening data: PubChem BioAssay, The Scripps Research Institute Molecular Screening Center
LYPLA1 inh: LYPLA1 (human) inhibition in PME1 counter-screen; O75608; recombinant LYPLA1, FP-Rh probe fluorescence polarization; inhibition, % at 5.9 µM; 0.16% of 320,000 active;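 active = inhibition above the mean of all tested compounds plus 3 SD, set per campaign, cut at about 14% in these data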;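 note: inhibitors block serine hydrolase probe labeling of LYPLA1 so polarization falls; 0% = enzyme with DMSO and 100% = wells lacking LYPLA1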
PREPL inh: inhibits the human prolyl oligopeptidase-like enzyme. Q4J6C6. recombinant PREPL, fluorescence polarization activity-based probe. inhibition, % at 5.96 µM. 0.68% of 320,000 active; in the data active = inhibition above about 43%;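 note: 0% = enzyme with DMSO and 100% = wells lacking enzyme; many of its hits are not listed in these tables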
GSTO1 inh: counter-screen for RBBP9 inhibitors: inhibitors of human GSTO1; 1.1% of 300,000 active; inhibition, % at 5.96 µM; AID 1974; P78417; recombinant GSTO1, activity-based probe fluorescence polarization;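 active = inhibition above the campaign mean inhibition plus 3 SD, cut at about 35% in these data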;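 note: 0% = GSTO1-1 with DMSO and 100% = wells lacking GSTO1-1 enzyme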
LYPLA2 counter: LYPLA2 (human) inhibition in PME1 counter-screen | O95372 | recombinant LYPLA2, FP-Rh probe fluorescence polarization | inhibition, % at 5.9 µM | 0.38% of 320,000 active | AID 2177;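 active = inhibition above the screen-wide mean plus 3 SD, limit set per campaign, cut at about 26% in these data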;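 note: 0% = LYPLA2 with DMSO and 100% = wells lacking LYPLA2 enzyme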
ZTA DNA inh: counter-screen for EBNA-1 inhibitors: inhibitors of Epstein-Barr virus ZTA; 0.15% of 320,000 active; P03206; AID 2234; ZTA-DNA binding, fluorescence polarization; inhibition, % at 11 µM; in the data active = inhibition above about 33%
Target sequence (P03206 whole entry, looked up): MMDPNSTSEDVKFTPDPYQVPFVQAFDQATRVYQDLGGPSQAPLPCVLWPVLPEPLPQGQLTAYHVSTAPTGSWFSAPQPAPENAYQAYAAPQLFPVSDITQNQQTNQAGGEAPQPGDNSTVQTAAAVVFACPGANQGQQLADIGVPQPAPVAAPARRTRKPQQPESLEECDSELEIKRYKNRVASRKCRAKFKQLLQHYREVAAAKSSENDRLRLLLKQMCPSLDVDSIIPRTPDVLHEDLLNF
PAFAH1B3 FP inh: blocks human PAF acetylhydrolase 1B catalytic subunit 3. Q15102. recombinant PAFAH1B3, FP-rhodamine probe, fluorescence polarization. inhibition, % at 3.39 µM. 0.28% of 340,000 active;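 active = inhibition above the screen-wide average of all tested compounds plus 3 SD, cut at about 25% in these data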;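 note: 0% = enzyme with DMSO only and 100% = wells lacking PAFAH1B3 protein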
EBNA-1 inh: blocks EBNA-1 binding to DNA. inhibition, % at 14.8 µM. AID 1950. 0.34% of 300,000 active. EBNA-1 DNA binding, fluorescence polarization; in the data active = inhibition above about 28%
PAD4 inh: inhibitors of human PAD4. Q9UM07. recombinant PAD4, RCA probe fluorescence polarization. inhibition, % at 6.36 µM. 0.41% of 330,000 active. AID 485272;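 active = percent inhibition above a cutoff equal to the mean of all tested compounds plus 3 SD, cut at about 15% in these data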;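 note: 0% = PAD4 with RCA probe and DMSO and 100% = probe without PAD4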
Target sequence (Q9UM07 whole entry, looked up): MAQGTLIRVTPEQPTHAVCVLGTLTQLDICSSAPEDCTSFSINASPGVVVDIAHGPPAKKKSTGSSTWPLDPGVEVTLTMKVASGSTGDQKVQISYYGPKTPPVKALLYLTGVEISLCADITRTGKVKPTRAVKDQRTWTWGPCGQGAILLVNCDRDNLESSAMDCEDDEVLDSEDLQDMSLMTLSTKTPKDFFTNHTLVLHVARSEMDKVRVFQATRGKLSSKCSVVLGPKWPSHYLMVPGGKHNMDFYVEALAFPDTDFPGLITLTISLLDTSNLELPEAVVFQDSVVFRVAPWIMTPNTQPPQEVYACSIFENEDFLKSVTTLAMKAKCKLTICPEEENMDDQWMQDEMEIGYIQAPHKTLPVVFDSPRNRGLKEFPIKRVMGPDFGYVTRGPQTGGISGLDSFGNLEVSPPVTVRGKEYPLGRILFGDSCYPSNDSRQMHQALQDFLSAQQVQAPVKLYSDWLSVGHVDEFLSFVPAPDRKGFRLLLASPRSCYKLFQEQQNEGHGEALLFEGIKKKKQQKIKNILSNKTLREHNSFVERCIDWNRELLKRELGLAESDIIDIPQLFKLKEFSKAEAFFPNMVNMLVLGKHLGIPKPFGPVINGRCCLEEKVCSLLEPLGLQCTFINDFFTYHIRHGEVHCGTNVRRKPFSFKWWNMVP
PAFAH2 inh: PAFAH2 (human) inhibition. inhibition, % at 3.39 µM. 0.99% of 340,000 active. recombinant PAFAH2, FP-rhodamine activity probe, fluorescence polarization. Q99487;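 active = inhibition above the mean over all tested compounds plus 3 SD, cut at about 30% in these data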;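 note: inhibitors block probe labeling of enzyme so polarization drops; 0% = enzyme with DMSO and 100% = wells lacking PAFAH2 protein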
Starred values were filed as active, the others as inactive; x = not tested or not shown. These rows are one share of the data, so the mix of outcomes need not match the whole.

Second line of a record – LYPLA1 inh	PREPL inh	GSTO1 inh	LYPLA2 counter	ZTA DNA inh	PAFAH1B3 FP inh	EBNA-1 inh	PAD4 inh	PAFAH2 inh
CCC1=C(OC(=O)N(CC)CC)N2C(=O)OC(=NCCc3c[nH]c4ccccc34)[C@]2(Cc2ccccc2)[C@H]2C1=CC[C@H]1C(=O)N(CC)C(=O)[C@H]12
→ -4.2	-0.9	-5.7	-10.8	-2.9	7.0	-10.0	-0.6	0.0
COc1ccc(NC2CCCN(C(=O)CCn3cccn3)C2)cc1 (configuration not stated)
→ -0.1	4.3	1.6	0.0	8.9	-5.2	4.3	-1.2	0.7
Cc1ccccc1NC(=O)COc1ccccc1C
→ 6.1	2.0	1.1	-3.2	-0.7	3.2	8.0	0.7	4.7
CCN(CC(=O)NCc1ccc(Cl)cc1)C(=O)CSc1cc(C)ccc1C
→ -1.6	-4.1	1.7	0.5	-4.8	4.0	-14.0	4.9	8.3
COc1ccc(Cn2nnc3c(=O)[nH]c(C4CCN(S(=O)(=O)c5ccc(C)cc5)CC4)nc32)cc1
→ -1.9	1.4	-4.7	5.1	-21.7	9.8	-1.8	-3.0	2.3
Cc1ccc(S(=O)(=O)NC(=O)c2cccc(C)c2)cc1
→ 0.3	-7.5	-1.6	0.0	3.2	11.0	-12.8	-0.9	5.1
O=C(O)c1ccc(-n2c(/C=C/c3ccccc3)nc3ccccc3c2=O)cc1
→ 0.6	3.6	-6.0	16.6	-13.6	2.0	7.6	-4.1	-13.0
CC(C)c1ccc(NC(=S)NNC(=O)c2cccs2)cc1
→ 4.1	3.5	4.4	3.3	12.5	6.6	1.1	-5.0	4.6
COc1ccccc1Nc1nc2nonc2nc1N1CCC(C)CC1
→ 4.8	18.9	-3.6	6.7	2.5	8.7	-1.6	-1.8	2.3
O=C(NCc1cccc(C(F)(F)F)c1)N1CCN(S(=O)(=O)c2ccccc2F)CC1
→ 1.7	-7.4	3.1	3.7	2.3	-0.4	-5.7	-1.7	3.0
COc1cc2c(cc1OC)C(C)N(C(=O)c1c(-c3ccccc3)noc1C)CC2 (configuration not stated)
→ 1.1	11.0	-3.2	2.3	13.2	2.3	9.1	5.6	-0.3
Cn1c(=O)c2[nH]c(C3CCCC3)nc2n(C)c1=O
→ 0.7	10.7	-1.4	5.5	0.3	-2.2	-0.9	2.4	9.4
Cc1nc(C)c(C(=O)Nc2cccc(C)c2C)s1
→ 2.2	3.5	-1.6	-5.4	-4.6	15.2	-5.3	0.0	3.7
COc1ccc(-n2ncc3c(N4CCN(c5cc(C)ccc5C)CC4)ncnc32)cc1
→ 2.1	11.3	1.4	-2.9	-7.3	-8.5	-0.9	-2.1	-3.2
CCOc1ccc(Nc2nc3c(C)cccc3cc2C#N)cc1
→ 0.1	-8.0	2.5	9.3	-8.4	9.1	-1.4	2.1	-5.4
Cc1cc(NC(=O)CSc2nc3c(C)ccc(C)c3cc2C#N)no1
→ 2.8	1.2	3.7	-0.2	-9.8	3.6	2.9	0.5	-16.8
C/C=C/C1=CC(=O)C[C@H](c2ccc(OC)c(OC)c2)C1
→ 1.9	6.7	x	19.2	-3.9	5.1	x	4.1	-2.8
COc1ccc(S(=O)(=O)NCC2CCCO2)cc1NC(=O)c1ccccc1 (configuration not stated)
→ -0.6	6.9	5.5	-5.8	-8.4	-4.0	4.1	2.6	-6.3
Cc1cc(COc2ccccc2OCc2cc(C)no2)on1
→ 2.4	-7.0	-1.5	2.7	-7.4	-0.2	10.7	-3.5	-2.5
COC(=O)c1ccc(CNC(=O)c2ccc3c(c2)NC(=O)CS3)cc1
→ -1.7	3.4	x	0.3	-5.4	10.6	x	-1.6	-0.5

Additional structures.
Second line of a record – LYPLA1 inh	PREPL inh	GSTO1 inh	LYPLA2 counter	ZTA DNA inh	PAFAH1B3 FP inh	EBNA-1 inh	PAD4 inh	PAFAH2 inh
COc1ccc(OC)c(NC(=O)CSc2nnc(CNc3ccc(F)cc3)o2)c1
→ -6.9	9.1	7.6	4.8	1.4	9.9	-16.9	3.9	-7.3
O=C(NCCN1CCOCC1)c1cccc(Cl)c1
→ -2.7	6.5	0.0	-6.3	-5.0	0.2	-1.1	3.5	5.6
OCC1(CO)COC(/C=C/c2ccccc2)=N1
→ -3.8	-0.5	6.3	-3.3	0.0	11.8	3.8	-1.1	-0.8
O=C1/C(=C/c2ccccc2O)SC(=S)N1Cc1cccnc1
→ -4.2	-3.1	-1.1	-3.6	16.1	18.8	12.8	-1.0	1.5
O=C(Nc1ncc(Cc2cccc(C(F)(F)F)c2)s1)c1ccc(-c2cccc([N+](=O)[O-])c2)o1
→ 1.1	16.7	-4.6	-9.3	-18.5	0.5	-0.8	-1.6	-19.1
CCc1nnc(NC(=O)c2cc(C)oc2C)s1
→ 3.7	3.1	0.7	5.4	3.9	11.9	5.7	2.7	3.9
COc1cc(COc2ccc3c(C)c(CC(=O)O)c(=O)oc3c2C)cc(OC)c1OC
→ 1.4	-0.1	1.9	-3.0	-11.6	4.3	-14.8	-6.4	9.5
O=c1cc(N2CCCCC2)c(-c2ccccc2)nn1Cc1ccccc1Cl
→ 0.3	4.4	-7.2	3.1	-8.1	6.2	-4.0	-2.4	-1.5
CNC(=S)N1CCc2cc(OC)c(OC)cc2C1COc1ccc(F)cc1 (configuration not stated)
→ -4.9	12.8	-9.6	-8.5	-7.5	4.0	-2.9	4.2	2.6
CCCCC(=O)Nc1sc2c(c1C(N)=O)CCC2
→ -1.9	8.7	-7.0	-0.6	-3.3	-3.0	-5.8	-1.4	-8.8
CCNC(=O)COC(=O)c1cccc(Br)c1
→ -1.2	-1.1	0.2	1.5	-9.0	-2.3	9.5	3.8	-9.5
CC(C)CN1CCC(=O)N(CCSc2ccccc2)CC1
→ 2.0	1.3	-2.4	-10.8	-10.3	12.2	-2.3	-7.2	7.0
CCN(CC)C(=O)CSc1nc2ccccc2c(=O)n1-c1ccccc1OC
→ -2.4	-5.6	3.7	-1.1	9.1	11.0	-1.2	2.7	-5.4
COc1ccc(CCNC(=O)c2ccc(-c3ccc([N+](=O)[O-])cc3Cl)o2)cc1OC
→ 0.5	18.0	2.9	0.8	2.6	2.1	0.8	0.9	10.3
Cc1cccn2c(=O)c(C=NCc3ccccc3)c(NCCO)nc12
→ -1.1	5.2	1.4	-0.2	-1.2	-2.8	13.4	-1.1	-3.9
O=C(Cn1nc(-c2ccccc2)c2ccccc2c1=O)Nc1ccc2c(c1)nc1n2CCOC1
→ -3.1	-7.9	6.7	1.1	-7.9	5.2	3.0	2.5	10.9
O=C(COc1ccc(Br)cc1)Nc1ccc(S(=O)(=O)Nc2ccccn2)cc1
→ -11.1	-18.1	1.9	-2.1	-11.1	-4.3	2.9	-2.4	-4.9
COc1ccc2[nH]cc(CCNC(=O)CCC3CCCCC3)c2c1
→ -3.9	6.0	3.8	-0.4	6.1	6.5	0.2	-3.2	3.0
Cc1c(OCC(=O)NCCCn2ccnc2)ccc2c3c(c(=O)oc12)CCCC3
→ 5.8	9.7	-1.3	12.0	8.1	3.1	-2.2	-2.4	1.5
CSCCC(NS(=O)(=O)c1ccc(C)cc1)C(=O)NC1CCCCC1 (configuration not stated)
→ -0.4	4.5	-2.6	5.3	10.9	4.3	-0.6	2.4	-3.5

One compound at a time (already shown). Values in the order: LYPLA1 inh | PREPL inh | GSTO1 inh | LYPLA2 counter | ZTA DNA inh | PAFAH1B3 FP inh | EBNA-1 inh | PAD4 inh | PAFAH2 inh
Results for COc1cc(COc2ccc3c(C)c(CC(=O)O)c(=O)oc3c2C)cc(OC)c1OC : 1.4 | -0.1 | 1.9 | -3.0 | -11.6 | 4.3 | -14.8 | -6.4 | 9.5
Results for CCc1nnc(NC(=O)c2cc(C)oc2C)s1 : 3.7 | 3.1 | 0.7 | 5.4 | 3.9 | 11.9 | 5.7 | 2.7 | 3.9

Next section:
Second line of a record – LYPLA1 inh	PREPL inh	GSTO1 inh	LYPLA2 counter	ZTA DNA inh	PAFAH1B3 FP inh	EBNA-1 inh	PAD4 inh	PAFAH2 inh
CCc1ccc(N(CC(=O)Nc2ccccc2C(=O)N2CCOCC2)S(C)(=O)=O)cc1
→ -0.8	4.0	3.7	1.2	20.0	4.8	1.2	2.4	-5.3
CC1CCCCC1NC1=NCCS1 (configuration not stated)
→ -1.9	9.0	-2.0	-1.4	-17.8	3.9	-4.5	0.2	2.0
O=[N+]([O-])c1cccc(Cl)c1NCCNS(=O)(=O)c1ccc(Cl)cc1
→ -0.5	-15.9	2.3	7.8	-4.0	8.6	-5.7	-4.4	10.5
COc1ccccc1NC(=O)C1(C)Cc2ccccc2C(=O)O1 (configuration not stated)
→ 0.2	6.6	5.5	-3.0	-2.3	6.8	-0.4	8.0	2.3
C1=C(CCNc2nnnn2-c2ccccc2)CCCC1
→ 3.0	-2.1	-2.6	11.5	-11.2	7.4	5.9	-5.7	-2.5
CCOC(=O)N1CCN(C(=O)c2ccc(CS(=O)(=O)c3ccc(OC)cc3)o2)CC1
→ 1.4	0.2	2.0	-2.6	-7.1	0.7	-6.1	-1.2	-2.1
CC1CCCC(NC(=O)COC(=O)Cc2ccsc2)C1C (configuration not stated)
→ 3.4	-2.5	-4.6	2.8	0.0	9.2	17.5	-6.0	15.0
OC1OC[C@@H](O)[C@H](O)[C@H]1O (some centres not stated)
→ 1.8	-5.1	0.5	7.2	-15.2	x	0.0	-4.2	x
Cc1nc(-c2ccc(Cl)cc2)sc1C1(C)CC(c2cccnc2)=NO1 (configuration not stated)
→ 0.4	-17.7	3.1	0.8	6.0	0.5	10.6	0.4	-3.9
CCNC(=O)CN(c1ccc(C)cc1)S(=O)(=O)c1ccc(SC)cc1
→ -0.1	-3.3	-1.1	1.6	24.5	3.3	4.2	0.9	3.6
Cc1ccc(-c2cc(C(F)(F)F)n3nc(C(=O)Nc4c(C)n(C)n(-c5ccccc5)c4=O)cc3n2)cc1
→ 1.6	-8.2	-3.2	4.6	0.7	3.6	4.0	-0.3	-4.2
CC(CC(=O)O)n1nnc2ccccc21 (configuration not stated)
→ 0.6	-4.1	-4.4	2.5	2.4	14.1	3.3	-0.7	4.5
CCOC(=O)N/N=C(\C)c1ccc(Br)cc1
→ 0.8	4.8	4.7	-2.4	-9.0	1.2	-2.6	-2.4	5.9
CC1CCC(NC(=O)c2cc3c(=O)n(C)c4ccccc4c3n2C)CC1 (configuration not stated)
→ 1.1	10.6	-2.6	1.1	-10.9	7.5	2.8	0.1	11.8
CCCCNC(=O)Nc1ccccc1Br
→ 1.5	-1.9	-1.7	4.5	-4.7	4.9	-8.0	0.1	0.3
Cc1ccc(NS(=O)(=O)c2cc(C(N)=O)ccc2C)cc1
→ 1.2	6.4	11.8	2.7	9.8	8.9	5.7	-1.6	5.2
